# MCL1-BIM inh – MCL1-BIM-BH3 interaction inhibition (human); 320,000 tested, 0.68% active; inhibition, % at 10.9 µM; GST-MCL1 / FITC-Bim-BH3 fluorescence polarization;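 active means inhibition above the mean inhibition of all tested compounds plus 3 SD, set per campaign, cut at about 40% in these data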;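 further: 0% = DMSO wells and 100% = unlabeled Bim-BH3 peptide control; higher means more loss of mP so more displacement of Bim peptide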
# TPT1 inh – blocks Candida albicans tRNA 2'-phosphotransferase; AID 1962; recombinant caTPT1, FP RNA substrate dephosphorylation; inhibition, % at 5 µM; 300,000 tested, 0.81% active;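 active means inhibition above the mean of all tested compounds plus 3 SD, set per screening campaign, cut at about 24% in these data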;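 further: plate controls were DMSO alone for no effect and ferristatin control at 100 nM for full effect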
# GLD-1 TGE inh – GLD-1-TGE RNA interaction inhibition (C. elegans); purified GLD-1 + fluorescein TGE RNA, fluorescence polarization; inhibition, % at 5.96 µM; 320,000 tested, 0.44% active; AID 2280;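 active means percent inhibition above a per-plate cutoff, the plate mean of test compounds plus 3 SD, cut at about 30% in these data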;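 further: 0% = DMSO wells with GLD-1 and probe and 100% = wells lacking GLD-1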
# Target sequence (Q17339 whole entry, looked up): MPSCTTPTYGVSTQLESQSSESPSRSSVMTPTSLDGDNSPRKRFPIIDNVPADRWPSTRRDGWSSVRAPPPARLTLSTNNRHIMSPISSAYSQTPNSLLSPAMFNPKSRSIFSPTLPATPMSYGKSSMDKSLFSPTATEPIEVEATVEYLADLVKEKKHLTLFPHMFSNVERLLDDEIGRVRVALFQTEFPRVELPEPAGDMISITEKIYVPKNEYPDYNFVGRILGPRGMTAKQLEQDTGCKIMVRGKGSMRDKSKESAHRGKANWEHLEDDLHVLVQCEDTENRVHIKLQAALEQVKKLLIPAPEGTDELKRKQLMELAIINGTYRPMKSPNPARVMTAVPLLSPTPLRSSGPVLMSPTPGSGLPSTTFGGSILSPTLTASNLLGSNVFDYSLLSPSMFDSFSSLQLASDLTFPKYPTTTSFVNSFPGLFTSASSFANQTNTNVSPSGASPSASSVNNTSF
# MEX-5 binding – C. elegans MEX-5 TCR-2 RNA binding activity; Q9XUB2; MEX-5/FITC-TCR2 RNA binding, fluorescence polarization; hits give low values; AID 1832; activity score (negative = inhibition of binding), % at 10 µM; 300,000 tested, 0.38% active;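 active means inhibition past about -25% in most replicates, and total fluorescence under double the plate's negative control median, limit read from the data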;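 further: 0% = DMSO and -100% = 5 µM competing unlabeled TCR2 RNA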
# BCLXL inh – inhibitors of human Bcl-xL. Q07817. GST-Bcl-xL / FITC-Bim BH3 peptide fluorescence polarization. inhibition, % at 10.9 µM. 320,000 tested, 0.7% active. AID 2129;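 active means inhibition above the mean of all tested compounds plus 3 SD, cutoff set per campaign, cut at about 30% in these data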;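 further: 0% = DMSO wells and 100% = unlabeled Bim-BH3 peptide competitor; inhibitors lower millipolarization by displacing the labeled peptide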
# PME-1 inh – blocks human protein phosphatase methylesterase 1; Q9Y570; recombinant PME-1, FP-Rh probe fluorescence polarization; inhibition, % at 5.9 µM; 320,000 tested, 0.53% active; AID 2130;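 active means inhibition above the campaign mean of all compounds plus 3 SD, cut at about 26% in these data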;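 further: competitive labeling of PME-1 active site by serine hydrolase directed probe; 0% = PME-1 with DMSO and 100% = wells lacking PME-1 enzyme; inhibitors block probe labeling so polarization falls and inhibition rises; many of its hits are not listed in these tables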
# GSTO1 inh – GSTO1 inhibition, counter-screen for RBBP9 inhibitors. P78417. recombinant GSTO1, activity-based probe fluorescence polarization. inhibition, % at 5.96 µM. 300,000 tested, 1.1% active. AID 1974;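 active means inhibition above the campaign mean inhibition plus 3 SD, cut at about 35% in these data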;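 further: 0% = GSTO1-1 with DMSO and 100% = wells lacking GSTO1-1 enzyme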
# PAD4 FP inh – blocks human protein arginine deiminase 4 | Q9UM07 | recombinant PAD4, RCA probe fluorescence polarization | inhibition, % at 6.36 µM | 330,000 tested, 0.41% active;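 active means percent inhibition above a cutoff equal to the mean of all tested compounds plus 3 SD, cut at about 15% in these data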;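 further: 0% = PAD4 with RCA probe and DMSO and 100% = probe without PAD4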
# Target sequence (Q9UM07 whole entry, looked up): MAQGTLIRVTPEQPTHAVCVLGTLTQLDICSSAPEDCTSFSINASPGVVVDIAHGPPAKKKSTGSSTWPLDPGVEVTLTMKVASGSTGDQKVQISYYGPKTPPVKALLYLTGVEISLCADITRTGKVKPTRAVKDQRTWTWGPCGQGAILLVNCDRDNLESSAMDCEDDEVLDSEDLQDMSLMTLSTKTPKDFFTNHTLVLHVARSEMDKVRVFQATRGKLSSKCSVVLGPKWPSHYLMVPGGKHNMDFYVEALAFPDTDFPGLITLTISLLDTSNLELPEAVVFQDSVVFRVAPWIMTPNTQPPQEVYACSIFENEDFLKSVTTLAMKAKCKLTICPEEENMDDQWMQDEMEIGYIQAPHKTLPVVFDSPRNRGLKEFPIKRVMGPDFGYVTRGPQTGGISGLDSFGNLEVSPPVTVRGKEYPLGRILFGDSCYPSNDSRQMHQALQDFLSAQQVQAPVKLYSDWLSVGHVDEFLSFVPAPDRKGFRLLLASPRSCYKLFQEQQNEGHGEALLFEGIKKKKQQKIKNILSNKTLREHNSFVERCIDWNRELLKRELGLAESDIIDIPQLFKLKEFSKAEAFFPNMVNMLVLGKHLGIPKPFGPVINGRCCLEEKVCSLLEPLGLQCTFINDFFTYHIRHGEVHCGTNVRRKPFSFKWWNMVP
# Fam108B counter – counter-screen for RBBP9 inhibitors: inhibitors of mouse Fam108B | inhibition, % at 9.51 µM | 300,000 tested, 0.33% active | recombinant Fam108B, FP-Rh probe fluorescence polarization;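 active means inhibition above the screen mean inhibition plus 3 SD, computed separately per campaign, cut at about 18% in these data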;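 further: inhibitors lower polarization as less probe binds the enzyme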
# An asterisk follows results filed as active; · = no result given. Only part of the results is shown; rates above refer to the full screens.
# Sequence of screens: MCL1-BIM inh	TPT1 inh	GLD-1 TGE inh	MEX-5 binding	BCLXL inh	PME-1 inh	GSTO1 inh	PAD4 FP inh	Fam108B counter
COc1ccc(/C=C2\C(=O)ON=C2c2cccc([N+](=O)[O-])c2)cc1
→ 0	2	3	-1.6	-2	-4	9	-4	-3
O=C(Nc1ccccc1)c1cc2ccccc2[nH]1
→ 8	-5	6	-0.8	3	-8	11	-5	4
Cc1nn(Cc2ccc(F)cc2)c(C)c1NC(=O)c1noc2c1CCc1ccccc1-2
→ 5	-4	2	-1.0	7	-2	1	6	-4
Cc1cc(=O)[nH]c(N/N=C/c2ccc(C)o2)n1
→ 4	1	5	-4.7	0	1	2	-2	-3
COc1ccc(N2CCN(C(=O)COC(=O)c3ccc(-n4nc(C)cc4C)cc3)CC2)cc1
→ -5	·	6	·	1	0	·	0	·
COC(=O)C1(C)Cc2cc(OC(C)=O)c(OC(C)=O)cc2N1 (stereo not drawn)
→ 2	0	4	-3.2	4	0	66*	-10	3
Cc1ccccc1Nc1nc(N)nc(COC(=O)c2ccc([N+](=O)[O-])o2)n1
→ -8	·	0	·	-2	-5	·	-5	·
CCc1ccc(Nc2nnc(SCC(=O)NCCN3C(=O)CSC3=O)s2)cc1
→ -20	0	-2	1.3	-1	9	3	-1	-1
Cc1ccc(-n2c(N)c(C(=O)N3CCN(C)CC3)sc2=S)cc1
→ 6	1	6	-1.5	7	6	-1	-4	-7
Nc1nc(SCc2ccc(Br)cc2)[nH]c(=O)c1-c1ccccc1
→ 5	0	4	-0.9	5	0	-6	3	3
Cc1ccccc1-n1ncc2c1CC(C)(C)CC2NC(=O)CSc1ccncc1 (stereo not drawn)
→ 6	1	9	0.6	10	-7	6	-2	5
NC(=S)Nc1cccc2cnccc12
→ 4	-1	6	1.7	5	2	0	-4	-6
COc1ccc(N2CCN(CCNC(=O)c3nnc(Cc4c(F)cccc4Cl)o3)CC2)cc1
→ 10	0	6	1.9	6	-2	9	-2	-1
CCOc1ccc(N=c2oc3cc(O)ccc3cc2C(=O)NCC2CCCO2)cc1 (stereo not drawn)
→ 7	2	5	-1.0	1	8	0	-4	2
N#C/C(C(=O)N1CCCCC1)=C1/N=C(NC(=O)c2ccc(F)cc2)c2ccccc21
→ 5	-4	4	1.5	7	0	3	-6	0
C/C(=N/NC(=O)CN1CCN(Cc2ccccc2Cl)CC1)c1ccco1
→ 0	-1	6	-1.8	4	4	4	5	-1
O=C(NNS(=O)(=O)c1ccccc1)Nc1ccc(F)cc1
→ 3	-3	0	-0.1	1	-1	0	-3	-1
COc1cccc(-c2c(C(=O)N/N=C(\C)c3ccc(Cl)s3)nnn2-c2nonc2N)c1
→ -8	2	-12	-1.1	0	8	-9	-8	-2
CN1C2C(Br)CCCCN2c2ccc(F)cc2S1(=O)=O (stereo not drawn)
→ 3	2	1	-2.4	-2	2	-1	-1	-1
CC(C)C(=O)c1cc2c(cc1NC(=O)c1ccccc1)OCCO2
→ -2	0	-3	0.5	-1	-2	2	-4	-7
NS(=O)(=O)c1ccc(NC(=O)COC(=O)/C=C/c2ccc([N+](=O)[O-])cc2)cc1
→ -3	-2	0	1.9	1	1	-1	-2	-2
CNCCCOc1cccc(OC(C)C)c1
→ -3	-7	-3	-1.8	-1	-2	-1	2	3
COCc1ccc(C(=O)NC2CC(C)(C)Cc3c2cnn3-c2ccc(C)cc2)o1 (stereo not drawn)
→ 13	6	3	0.5	4	2	-1	-2	2
CC(=O)Nc1ccc(NC(=O)c2sc3nc4c(c(-c5ccc(C)cc5)c3c2N)CCC4)cc1
→ 1	2	-3	-3.9	4	-2	-2	-1	0
O=C(CCNc1cccc(Cl)c1)c1cccs1
→ 4	0	0	2.5	-3	-2	-5	2	-3
CCOc1ccccc1CNC(=O)CCc1cn(CC)c2ccccc12
→ -8	-1	-2	2.5	-1	4	-6	1	-2
O=S(=O)(Nc1cccc(F)c1)c1cccc2nsnc12
→ 2	-4	3	-1.9	2	3	0	3	1
COC(=O)[C@]1(C)N[C@H](c2ccc(-c3ccc(Cl)c(Cl)c3)c(OC)c2)[C@@H]2C(=O)N(C)C(=O)[C@@H]21
→ 11	-1	2	1.5	11	-5	4	0	1
Cc1ccc(NC(=O)CSC2=C(C#N)C(c3ccco3)C3=C(CCCC3=O)N2)cc1 (stereo not drawn)
→ 11	-8	10	1.6	8	2	10	3	2
CCCCCOC(=O)C1=C(C)Nc2nnnn2C1c1ccccc1Cl (stereo not drawn)
→ 3	3	9	-1.0	5	7	-2	1	0
COc1ccc(NC(=O)NNC(=O)c2ccc3ccccc3c2)cc1OC
→ -2	3	-2	-0.2	-2	8	0	-3	-2
O=C(O)c1ccc(CNc2ccccc2C(=O)O)cc1
→ 14	5	0	-0.7	11	-5	-2	-6	2
Nc1c(-c2ccc(Cl)cc2)cnn1-c1cccc(C(F)(F)F)c1
→ 4	-4	4	0.4	3	3	8	-2	-3
COc1cccc(CNC(=O)CCS(=O)(=O)c2ccccc2Cl)c1
→ 6	·	-3	·	6	1	·	5	·
O=C(Nc1cccc(F)c1)c1cc(-c2ccco2)nc2ccccc12
→ -10	14	-22	-3.1	-1	-10	-15	-25	-4
CN(Cc1nc(-c2ccncc2)no1)S(=O)(=O)c1ccc(Cl)cc1
→ -6	-3	3	-0.8	3	-1	-2	0	2
CC(C)c1nnc(SCC(=O)N2CCN(C(=O)c3ccco3)CC2)n1N
→ -6	-7	13	1.8	-4	-8	-4	-3	-3
CCCN(CC(=O)Nc1ccccc1C)CC(=O)Nc1ccc(Br)cc1F
→ -13	1	-1	-3.4	-4	5	27	5	-8
CC12CCC(=O)N1C(C(=O)N1CCN(S(=O)(=O)c3ccc(Br)cc3Cl)CC1)CS2 (stereo not drawn)
→ 4	-5	4	-1.3	10	-4	3	-2	3
CC(C)CN1C(=O)C(=O)N(CC(=O)c2ccc3c(c2)OCO3)C1=O
→ -10	2	-10	0.1	-5	5	1	0	2
CC(C)Cc1nnc(NC(=O)CCC(=O)NC2CCCC2)s1
→ -1	-1	-1	-2.6	3	2	4	-1	2
O=C(OCC(=O)N1CCN(C(=O)c2ccco2)CC1)c1ccccc1
→ 0	-2	1	0.3	4	2	2	-1	1
COc1ccc(NC(=O)CSc2nc3ccccc3c(=O)n2CCCC(=O)NCC2CCCO2)c(OC)c1 (stereo not drawn)
→ 1	1	5	0.2	0	-5	1	-1	3
CCC(=O)c1ccc(OCC(=O)OCC(=O)c2cc(C)n(C)c2C)cc1
→ 7	0	-4	-0.1	4	5	6	4	4
O=C(NCc1nc2ccccc2[nH]1)c1ccc(S(=O)(=O)N2CCOCC2)cc1
→ -4	-3	4	0.1	-2	10	4	2	-1
CCN(CC)CCN(C(=O)C1CCCCC1)c1nc2cc3c(cc2s1)OCO3
→ 12	-2	-1	1.1	3	4	6	-3	-1
CCOc1ccc(NC(=O)CN2C(=O)CCSc3ccc(S(=O)(=O)N4CCCC4)cc32)cc1
→ 3	-1	5	0.2	5	5	-3	-1	-9
C=CCn1c(COc2cccc(C)c2)nnc1SCn1nnc2ccccc2c1=O
→ -6	0	8	-3.2	2	-3	6	4	0
O=C(CNC(=O)c1ccccc1Br)N/N=C/c1ccc(O)cc1
→ 9	-2	5	2.0	3	2	-3	-5	-4
CCOC(=O)C1CCN(C(=O)C(CCSC)NC(=O)COc2ccccc2)CC1 (stereo not drawn)
→ -1	·	2	·	2	-2	·	1	·
CC(O)CNCCCOc1cccc(Oc2ccccc2)c1 (stereo not drawn)
→ 3	-2	4	2.2	7	4	3	2	5
Cc1ccc(OCC(=O)N(Cc2cccc(F)c2)C2CCS(=O)(=O)C2)cc1 (stereo not drawn)
→ 0	-5	2	1.5	2	5	2	5	6
Cc1nn(C2CCS(=O)(=O)C2)c(C)c1CN(C)C(=O)c1ccc(Cl)cc1 (stereo not drawn)
→ 1	·	2	·	1	2	·	-1	·
O=C(Nc1ccccc1Cl)c1sccc1-c1ccccc1
→ 5	-4	-3	0.3	8	-3	1	-1	-1
Cc1cc(C)n(C(=O)COc2c(C)cccc2C)n1
→ -1	1	2	-0.4	6	-6	-1	2	0
Cc1ccccc1Cn1cc(NC(=O)CSc2nc3c(c(C(F)(F)F)n2)CCc2ccccc2-3)cn1
→ 5	0	4	1.7	6	-16	2	-3	-7
C#CCNC(=O)C1=C[C@H](c2coc3ccccc3c2=O)C[C@H](OCCCCO)O1
→ 9	1	5	-2.9	2	-3	5	-8	-4
CNC(=O)C1CCN(S(=O)(=O)c2c(C)noc2/C=C/c2cccc(OC)c2)CC1
→ 2	3	3	-1.4	-2	0	-3	-1	2
N#Cc1nc(-c2ccc(OCc3ccc(Cl)cc3)cc2)oc1NCc1cccnc1
→ 5	-3	3	0.1	1	7	4	0	-9
Cc1nc(-c2ccccn2)nc(SCC(=O)c2ccccc2)c1Cl
→ 1	1	0	-14	12	0	-4	-6	-3

# Additional compounds:
# Sequence of screens: MCL1-BIM inh	TPT1 inh	GLD-1 TGE inh	MEX-5 binding	BCLXL inh	PME-1 inh	GSTO1 inh	PAD4 FP inh	Fam108B counter
CN(C)CCOC(=O)c1ccc(COc2ccccc2Br)o1
→ 5	1	-1	1.2	1	3	-5	0	3
Cc1ccc(/C=C/C(=O)O)cc1S(=O)(=O)Nc1ccccc1C(=O)O
→ 1	-6	-8	-0.7	3	-9	-20	0	2
O=C(O)c1nc(-c2ccccc2)n(-c2cccc(C(F)(F)F)c2)n1
→ -2	-1	-5	-0.7	7	-3	1	3	0
Cc1cc(C)c(S(=O)(=O)n2c([N+](=O)[O-])cnc2C)c(C)c1
→ -2	1	2	0.9	3	0	-5	3	-2
Cc1ccccc1OCC(=O)NC(Cc1c[nH]c2ccccc12)C(=O)O (stereo not drawn)
→ 1	-3	-4	2.5	3	-2	8	-5	3
CCCC(=O)Nc1nnc(CC(=O)OCC)s1
→ 11	-6	10	-0.8	2	-5	2	1	-8
C#CCOCCOCCOCCNc1nc(N2CCN(C(=O)[C@H](CCCCN)n3cc([C@@H](N)C(C)CC)nn3)CC2)nc(N2CCN(C(=O)[C@H](CCCCN)n3cc([C@@H](N)CO)nn3)CC2)n1 (stereo partly drawn)
→ -3	0	1	3.6	4	5	3	1	2
CCN(CC)C(=S)Oc1c(Cl)cccc1Cl
→ -5	-1	6	-0.9	1	0	7	3	4
CCn1cnc2cc(NC(=O)c3ccc(C)cc3)ccc21
→ 5	-2	-3	-0.7	4	-2	4	2	1
O=C(Nc1nnc(-c2ccc(F)cc2)s1)C1CCN(S(=O)(=O)c2ccc(Cl)cc2)CC1
→ 0	0	1	0.0	2	-3	3	-2	-5
COc1ccc(N(CC(=O)NCc2cccs2)S(=O)(=O)c2ccc(F)cc2)cc1
→ -3	·	-2	·	-4	1	·	-4	·
CCCCOC(=O)c1ccc(NC(=O)C(=O)CC(=O)c2ccc(OC)cc2)cc1
→ 1	-1	-8	0.7	3	-7	-9	-2	8
COc1cccc(NC(=O)c2sc3nc(N4CCOCC4)c4c(c3c2N)CCCC4)c1
→ 3	0	4	0.4	7	5	2	-4	6
COc1ccc(Cl)cc1NC(=O)C(C)NC(c1ccccc1)c1ccccc1 (stereo not drawn)
→ 7	-3	8	0.4	4	-2	-4	1	-4
CN(C)S(=O)(=O)c1ccc(Cl)c(NC(=O)COC(=O)c2ccc3c(c2)NC(=O)CS3)c1
→ 2	6	-10	-8.5	2	22	-34	-5	-4
COc1cccc2cc(C(=O)Nc3ccc(S(=O)(=O)NCC4CCCO4)cc3)c(=O)oc12 (stereo not drawn)
→ 5	-1	-22	-1.4	5	0	-4	1	-9

# Screening results deposited in PubChem by several laboratories.
